Compound activity as filed in PubChem BioAssay.
CHT PAM = CHT positive allosteric modulators, primary screen, cell-based, membrane potential dye, choline EC20; High affinity choline transporter 1 (Homo sapiens), Q9GZV3; CHT-expressing cells; active compounds read high; LV-AA mutant CHT in HEK293 cells; B-score at 10 µM; 310,000 tested, 0.49% active; AID 488977, 2010;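 active means initial fluorescence not abnormally high and integrated response B-score, plate-corrected, over 3 SD above library mean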
Target sequence (Q9GZV3 whole entry, looked up): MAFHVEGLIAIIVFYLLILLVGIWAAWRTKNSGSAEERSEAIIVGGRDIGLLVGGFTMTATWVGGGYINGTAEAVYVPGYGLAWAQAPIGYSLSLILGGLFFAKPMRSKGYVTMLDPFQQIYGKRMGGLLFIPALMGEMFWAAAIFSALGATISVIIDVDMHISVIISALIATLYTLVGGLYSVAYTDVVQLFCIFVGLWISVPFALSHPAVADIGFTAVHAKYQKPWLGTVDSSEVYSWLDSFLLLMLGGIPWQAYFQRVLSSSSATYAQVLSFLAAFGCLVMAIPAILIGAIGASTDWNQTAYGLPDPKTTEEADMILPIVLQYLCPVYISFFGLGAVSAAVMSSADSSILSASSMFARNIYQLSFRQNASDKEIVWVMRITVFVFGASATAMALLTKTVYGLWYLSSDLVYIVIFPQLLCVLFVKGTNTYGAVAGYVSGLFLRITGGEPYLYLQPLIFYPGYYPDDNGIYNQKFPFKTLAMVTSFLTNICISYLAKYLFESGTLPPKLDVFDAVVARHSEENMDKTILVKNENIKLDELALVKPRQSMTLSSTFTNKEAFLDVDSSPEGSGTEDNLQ
CHT block = inhibitors of human choline transporter CHT. High affinity choline transporter 1 (Homo sapiens), Q9GZV3. CHT-expressing cells, membrane potential dye, choline response; active compounds read low. B-score at 10 µM. 310,000 tested, 0.86% active;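 active means B-score over 3 SD under the library average, and starting fluorescence ratio not unusually high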;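 further: choline stimulus applied at its EC90 after an EC20 pre-addition; B-score computed on integrated fluorescence ratio after choline addition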
* marks the source's active call; other numbers are inactive results.

What do the screens show for `CN(C)/C=C/c1onc(-c2c(F)cccc2Cl)c1C#N`?
CHT PAM: inactive; CHT block: inactive

Results for COCCNS(=O)(=O)c1ccc(C)c(C)c1C ?
CHT PAM: inactive; CHT block: inactive

Results for CCn1c(SCC(=O)N2CCCc3ccccc32)nc2c1c(=O)n(C)c(=O)n2C ?
CHT PAM: inactive; CHT block: inactive

What do the screens show for `Cc1ccc2c(c1)NC(C(C)(C)C)CO2` (configuration not stated)?
CHT PAM: inactive; CHT block: inactive

Results for Brc1cc(/C=N/n2cnnc2)oc1Br ?
CHT PAM: inactive; CHT block: inactive

Results for COc1ccccc1-c1nnc(SC(C)C(=O)O)n1-c1ccccc1 (configuration not stated) ?
CHT PAM: inactive; CHT block: inactive

What do the screens show for `O=C(NN1C(=O)C2C3C=CC(O3)C2C1=O)c1ccccc1` (configuration not stated)?
CHT PAM: inactive; CHT block: inactive

Results for CCOc1nc(C)ccc1-c1noc(C)n1 ?
CHT PAM: inactive; CHT block: inactive

What do the screens show for `CCCCn1c(N)c(N(CCOC)C(=O)COC(=O)COc2ccc(CC)cc2)c(=O)[nH]c1=O`?
CHT PAM: inactive; CHT block: inactive

What do the screens show for `CC(/C=N/O)Cc1ccc2c(c1)OCO2` (configuration not stated)?
CHT PAM: inactive; CHT block: inactive

Results for COc1ccccc1NC(=O)Cc1csc(NC(=S)Nc2ccccc2)n1 ?
CHT PAM: inactive; CHT block: inactive

How did Cc1cc(=O)n2c(nc3ccccc32)[nH]1 do in these assays?
CHT PAM: inactive; CHT block: inactive

How did CCOc1ccc(N(CC(=O)NN=C2CCN(C)CC2)S(=O)(=O)c2ccc(Br)cc2)cc1 do in these assays?
CHT PAM: inactive; CHT block: inactive

What do the screens show for `COc1ccccc1CNC(=O)c1cc(C)nc2ccccc12`?
CHT PAM: inactive; CHT block: inactive

Results for O=C(C1CCCN(Cc2ccccc2[N+](=O)[O-])C1)N1CCCCC1 (configuration not stated) ?
CHT PAM: inactive; CHT block: inactive

Results for CCOC(=O)c1c(NC(=O)CN2C(=O)NC3(CCC(CC)CC3)C2=O)sc(C)c1-c1ccc(C)cc1 (configuration not stated) ?
CHT PAM: inactive; CHT block: inactive

Results for O=C(CSc1ccc(-c2ccccc2)nn1)NCC1CCCO1 (configuration not stated) ?
CHT PAM: inactive; CHT block: inactive

What do the screens show for `CNC(=S)Nc1cc(C(=O)N2CCCC2)ccc1N1CCCC1`?
CHT PAM: inactive; CHT block: inactive

What do the screens show for `CC(=O)Nc1ccc(C(C#N)c2ccccc2)cc1` (configuration not stated)?
CHT PAM: inactive; CHT block: inactive

What do the screens show for `Cc1cccc(Cn2cccc2/C=C2/C(=N)N3C=CSC3=NC2=O)c1`?
CHT PAM: inactive; CHT block: inactive

What do the screens show for `CC(=O)Oc1ccc(/C=C2/CCc3ccccc3C2=O)cc1`?
CHT PAM: inactive; CHT block: inactive

What do the screens show for `O=C(NCc1ccco1)/C(=C/c1ccco1)NC(=O)c1ccc(Br)o1`?
CHT PAM: inactive; CHT block: inactive

What do the screens show for `CC(=O)Nc1nc(-c2ccc(Br)s2)cs1`?
CHT PAM: inactive; CHT block: inactive

What do the screens show for `COc1ccc(S(=O)(=O)N2CCC(C(=O)NCC3CCCO3)CC2)cc1C` (configuration not stated)?
CHT PAM: inactive; CHT block: inactive

How did C/C(=N\NC(=O)CNC(=O)c1ccc(F)cc1)c1ccco1 do in these assays?
CHT PAM: inactive; CHT block: inactive

What do the screens show for `CC(CCc1ccccc1)NC(=O)c1ccc(F)cc1` (configuration not stated)?
CHT PAM: inactive; CHT block: inactive

What do the screens show for `CCNCCC(=O)N1c2ccccc2Sc2ccc(C(F)(F)F)cc21`?
CHT PAM: inactive; CHT block: inactive

What do the screens show for `COc1ccc(/C=C/C(=O)Oc2ccc(/C=N/NC(=O)c3ccccc3)cc2)cc1OC`?
CHT PAM: inactive; CHT block: inactive

Results for CCCn1nnc(NC(=O)c2ccc(-c3cc(Cl)ccc3Cl)o2)n1 ?
CHT PAM: inactive; CHT block: inactive

How did COC(=O)c1cc2c(cc1Cl)N1CCCCCC1=NS2(=O)=O do in these assays?
CHT PAM: inactive; CHT block: inactive

The closing 2 entries of the section above come first, to join the parts.
Results for CCCn1nnc(NC(=O)c2ccc(-c3cc(Cl)ccc3Cl)o2)n1 ?
CHT PAM: inactive; CHT block: inactive

How did COC(=O)c1cc2c(cc1Cl)N1CCCCCC1=NS2(=O)=O do in these assays?
CHT PAM: inactive; CHT block: inactive

What do the screens show for `Cc1cc(C)c(S(=O)(=O)NCCCN2CCOCC2)cc1Br`?
CHT PAM: inactive; CHT block: inactive

What do the screens show for `Cc1nc(C(=O)N/N=C/c2[nH]ncc2Br)cs1`?
CHT PAM: inactive; CHT block: inactive

How did O=C(NC(=S)Nc1ccc(S(=O)(=O)N2CCCCC2)cc1)c1ccc(Cl)cc1 do in these assays?
CHT PAM: inactive; CHT block: inactive

Results for N#Cc1cccc(NC(=O)NCCc2c[nH]c3ccccc23)c1 ?
CHT PAM: inactive; CHT block: inactive

How did COc1ccc(OC)c(NC(=O)COC(=O)CSc2ccc(Cl)cc2)c1 do in these assays?
CHT PAM: inactive; CHT block: inactive

What do the screens show for `c1ccc(OCCOCCN2CCN(C(c3ccccc3)c3ccccc3)CC2)cc1`?
CHT PAM: inactive; CHT block: inactive

How did COc1cc(NC(=O)CSc2nc3c(C)ccc(C)c3cc2C)c(C(=O)O)cc1OC do in these assays?
CHT PAM: inactive; CHT block: inactive

Results for COC(=O)C1C(=O)C2=C(CC1C)Nc1ccccc1NC2c1ccc(C)s1 (configuration not stated) ?
CHT PAM: inactive; CHT block: inactive

How did COC(=O)C1=C(CS(=O)(=O)c2ccc(Cl)cc2)NC(=O)NC1c1ccc(O)c(OC)c1 (configuration not stated) do in these assays?
CHT PAM: inactive; CHT block: inactive

What do the screens show for `CC1CCN(CC(O)COC2CC(C)CCC2C(C)C)CC1` (configuration not stated)?
CHT PAM: inactive; CHT block: inactive

Results for CCN(CC)S(=O)(=O)c1ccc2oc(C(=O)NC(C)C)c(C)c2c1 ?
CHT PAM: inactive; CHT block: inactive

What do the screens show for `COc1ccccc1N1CCN(Cc2cccs2)CC1`?
CHT PAM: inactive; CHT block: inactive

How did Nc1ccc(C(=O)OCc2nc3ccccc3[nH]2)cc1 do in these assays?
CHT PAM: inactive; CHT block: inactive

Results for CN1CCN(C(=O)c2cc(COc3ccc(F)cc3Cl)on2)CC1c1ccccc1 (configuration not stated) ?
CHT PAM: inactive; CHT block: inactive

How did CCOc1ccc(NC(=O)c2nn(C)c(C(=O)Nc3ccc(OCC)cc3)c2[N+](=O)[O-])cc1 do in these assays?
CHT PAM: inactive; CHT block: inactive

The list goes on; it opens with the 6 that closed the last part.
What do the screens show for `CC1CCN(CC(O)COC2CC(C)CCC2C(C)C)CC1` (configuration not stated)?
CHT PAM: inactive; CHT block: inactive

Results for CCN(CC)S(=O)(=O)c1ccc2oc(C(=O)NC(C)C)c(C)c2c1 ?
CHT PAM: inactive; CHT block: inactive

What do the screens show for `COc1ccccc1N1CCN(Cc2cccs2)CC1`?
CHT PAM: inactive; CHT block: inactive

How did Nc1ccc(C(=O)OCc2nc3ccccc3[nH]2)cc1 do in these assays?
CHT PAM: inactive; CHT block: inactive

Results for CN1CCN(C(=O)c2cc(COc3ccc(F)cc3Cl)on2)CC1c1ccccc1 (configuration not stated) ?
CHT PAM: inactive; CHT block: inactive

How did CCOc1ccc(NC(=O)c2nn(C)c(C(=O)Nc3ccc(OCC)cc3)c2[N+](=O)[O-])cc1 do in these assays?
CHT PAM: inactive; CHT block: inactive

How did O=C(NCc1ccccc1)c1c[nH]c2cc3c(cc2c1=O)OCCO3 do in these assays?
CHT PAM: inactive; CHT block: inactive

Results for CCCCCCCn1c2c(c(=N)c3ccccc31)CCC2 ?
CHT PAM: 16.8*; CHT block: inactive

How did CC1CCCCC1NC(=O)C1CC=CCC1C(=O)O (configuration not stated) do in these assays?
CHT PAM: inactive; CHT block: inactive

What do the screens show for `CCCCCNC(=O)C(C#N)c1nc2ccccc2nc1N1CCCC1` (configuration not stated)?
CHT PAM: inactive; CHT block: inactive

What do the screens show for `CC1(C)C2CCC1(C)C(OCCNCCOC(=O)Nc1ccccc1)C2` (configuration not stated)?
CHT PAM: inactive; CHT block: inactive

What do the screens show for `CCN(CC)c1nc(-c2ccccc2)nc2ccccc12`?
CHT PAM: inactive; CHT block: inactive

Results for CN(C)C(=S)Nc1ccc2c(c1)OCO2 ?
CHT PAM: inactive; CHT block: inactive

Results for c1ccc(CSc2ccc(-c3ccco3)nn2)cc1 ?
CHT PAM: inactive; CHT block: inactive

How did CCOc1ccc(S(=O)(=O)NC2CCCCC2C)cc1 (configuration not stated) do in these assays?
CHT PAM: inactive; CHT block: inactive

What do the screens show for `CCOc1ccc(N(CC(=O)N2CCC(Cc3ccccc3)CC2)S(C)(=O)=O)cc1`?
CHT PAM: inactive; CHT block: inactive

Results for CCOC(=O)C1CCCN(C(=O)Cn2ncc3c([nH]c4ccccc43)c2=O)C1 (configuration not stated) ?
CHT PAM: inactive; CHT block: inactive

How did COC(=O)c1cc(C(=O)OC)cc(N2C(=O)CC(NNC(=O)c3ccccc3Cl)C2=O)c1 (configuration not stated) do in these assays?
CHT PAM: inactive; CHT block: inactive

How did CN1C(=O)/C(=C2\SC(=S)N(NC(=O)c3cccnc3)C2=O)c2ccccc21 do in these assays?
CHT PAM: inactive; CHT block: inactive

How did CC1(c2cccc(Br)c2)NC(=O)NC1=O (configuration not stated) do in these assays?
CHT PAM: inactive; CHT block: inactive

Results for COc1ccc(N(Cc2cc3cc(OC)ccc3[nH]c2=O)S(C)(=O)=O)cc1 ?
CHT PAM: inactive; CHT block: inactive

How did CCCc1c(C)c2cccc(C)c2[nH]c1=O do in these assays?
CHT PAM: inactive; CHT block: inactive

What do the screens show for `CN(Cc1cccnc1)C(=O)Cc1ccc(NS(=O)(=O)c2cccc(C(F)(F)F)c2)cc1`?
CHT PAM: inactive; CHT block: inactive

Results for CCCSc1nc2c(cnn2-c2ccc(C)c(C)c2)c(=O)[nH]1 ?
CHT PAM: inactive; CHT block: inactive

What do the screens show for `Cc1oc2ccc(OCc3ccccc3Cl)cc2c1C(=O)O`?
CHT PAM: inactive; CHT block: inactive

Results for CS(=O)(=O)Nc1nnc(SCC(=O)N(c2ccccc2)c2ccccc2)s1 ?
CHT PAM: inactive; CHT block: inactive

How did CCN(Cc1ccccc1)C(=O)Cn1c(=O)oc2ccccc21 do in these assays?
CHT PAM: inactive; CHT block: inactive

What do the screens show for `CCCCCCc1nc2c(=O)[nH]c3ccccc3c2o1`?
CHT PAM: inactive; CHT block: inactive

How did CN(c1ncc(C(F)(F)F)cc1Cl)N1C(=O)C2ONC3(C(=O)CC(C)(C)CC3=O)C2C1=O (configuration not stated) do in these assays?
CHT PAM: inactive; CHT block: inactive

Results for Cc1ccccc1C(=O)Nc1c(C)[nH]c(=O)[nH]c1=O ?
CHT PAM: inactive; CHT block: inactive

Results for NC(=O)C1CCN(C2=C(NS(=O)(=O)c3ccccc3)C(=O)c3ccccc3C2=O)CC1 ?
CHT PAM: inactive; CHT block: inactive

How did CCOC(=O)CNC(=O)c1sc2nc(C)cc(C)c2c1N do in these assays?
CHT PAM: inactive; CHT block: inactive

What do the screens show for `CC(O)c1nc2ccccc2n1CCOc1ccccc1` (configuration not stated)?
CHT PAM: inactive; CHT block: inactive

Results for Cc1cccc(N2CC(C(=O)Nc3ccc(S(=O)(=O)N4CCOCC4)cc3)CC2=O)c1C (configuration not stated) ?
CHT PAM: inactive; CHT block: inactive

How did Cc1ccc(OCC(=O)N/N=C/c2cn(Cc3ccccc3)c3ccccc23)cc1 do in these assays?
CHT PAM: inactive; CHT block: inactive

Results for CC(=O)NCCn1c(SCc2cc(=O)n3cc(Cl)ccc3n2)nc2ccccc2c1=O ?
CHT PAM: inactive; CHT block: inactive

What do the screens show for `C=CCOc1cccc(/C=N/NC(=O)C(OC)c2ccccc2)c1` (configuration not stated)?
CHT PAM: inactive; CHT block: inactive

Results for CCN(CC)S(=O)(=O)c1cccc(C(=O)NNC(=O)c2ccc3[nH]c(=O)c(=O)[nH]c3c2)c1 ?
CHT PAM: inactive; CHT block: inactive

Results for CN1CCN(C(=O)c2ccc(-n3cccc3)cc2)CC1 ?
CHT PAM: inactive; CHT block: inactive

Results for O=C(Nc1cccc(F)c1)Nc1ccnn1C1CCN(C(=O)CCN2CCCO2)CC1 ?
CHT PAM: inactive; CHT block: inactive

How did CN(C(=O)c1ccc2c(=O)n3c(nc2c1)CCCCC3)c1ccccc1Cl do in these assays?
CHT PAM: inactive; CHT block: inactive

What do the screens show for `O=C(O)c1ccc(-c2nc(-c3ccccc3)c(-c3ccccc3)[nH]2)cc1`?
CHT PAM: inactive; CHT block: inactive

Results for C=C(C)CNC(=S)N=Nc1c(O)[nH]c2ccc([N+](=O)[O-])cc12 ?
CHT PAM: inactive; CHT block: inactive

How did Cc1cc(C(=O)CSc2nnc(NCc3ccccc3)s2)c(C)n1C do in these assays?
CHT PAM: inactive; CHT block: inactive

Results for COC(=O)CSc1nc2ccc(C)cc2[nH]1 ?
CHT PAM: inactive; CHT block: inactive

How did C[n+]1ccccc1/C=C/c1ccc([N+](=O)[O-])cc1 do in these assays?
CHT PAM: inactive; CHT block: inactive

What do the screens show for `COc1ccc(-c2cc(-c3ccccc3)nc(NN)n2)cc1OC`?
CHT PAM: inactive; CHT block: inactive
